Coupling enz: counter-screen for Giardia aldolase inhibitors: coupling enzyme system; coupling enzyme system counterscreen, AmpLite Red fluorescence; activity change, negative = inhibition, % at 58.2 µM, hits read low; 0.67% of 290,000 active; in the data active = activity change below about -30%; note: % is set by controls: 0 for no effect and ±100 for the full control effect
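Final compound at 57.5 uM, incubated 10 min at RT with coupling enzyme reagent (glyceraldehyde-3-phosphate), then 20 min with substrate and AmpLite Red detection. Fluorescence read at 525/598 nm; tests interference with the coupling assay, not aldolase inhibition.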
CXXC DNA block: blocks binding of human MLL CXXC domain to DNA | Potency, µM (series often up to 115 µM), for the others: top-dose activity change, negative = inhibition, usual class: inhibitors | MLL-CXXC / FITC-HOXA9 DNA fluorescence polarization | 0.037% of 290,000 active | Q03164 | AID 2662; active = well fitted inhibition curve with a large enough effect in the polarisation, with a control signal flat, not every such curve was filed as active; inconclusive = small, poorly fitted or top-dose-only effect, or effect the other way, or a change in a side signal; inactive = no such curve, though single readings can be large or run the other way; the % refers to the polarisation; note: potency is the fitted concentration of half-maximal effect
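Fluorescence polarization: 7 uM MLL-CXXC (stock) preincubated 5 min with compounds, then 50 nM fluorescein-HOX-A9 DNA (stock) added; 30 min ambient. Buffer 50 mM Tris-HCl pH 7.5, 50 mM NaCl, 1 mM DTT, 0.05% BSA.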
MBNL1-CUG inh: blocks human MBNL1 binding to CUG repeat RNA; Q9NR56; TR-FRET MBNL1-His/biotin-(CUG)12 binding, 665/545 ratio; Potency, µM (series often up to 57.5 µM), for the others: at the highest dose activity change, negative = inhibition, hits mostly inhibitors; 0.036% of 280,000 active; AID 2675; active = well fitted inhibition curve with a large enough effect in the signal ratio, with a control signal flat, not every such curve was filed as active; inconclusive = small, poorly fitted or top-dose-only effect, or effect the other way, or a change in a side signal; inactive = no such curve, though single readings can be large or run the other way; the % refers to the signal ratio; note: potency is the fitted concentration of half-maximal effect; % is set by controls: 0 for no effect and ±100 for the full control effect
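Compound titration spanned 92 nM–58 uM against the MBNL1-His/biotin-(CUG)12 complex. After 60 min at room temperature with 5 nM streptavidin-XL665 and 0.055 ng/ul terbium anti-His, ratiometric 665/545 nm emission (Ex 340 nm) normalized to controls.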
ASM inhibitor: human S-ASM enzyme inhibition | Potency, µM (doses to about 57.5 µM), inactives show at the highest dose activity change, negative = inhibition, usual class: inhibitors | placental ASM, HMU-PC fluorogenic substrate, 60 min | 0.006% of 340,000 active; note: potency is the fitted concentration of half-maximal effect
Target sequence (P17405 47-631 limits assumed): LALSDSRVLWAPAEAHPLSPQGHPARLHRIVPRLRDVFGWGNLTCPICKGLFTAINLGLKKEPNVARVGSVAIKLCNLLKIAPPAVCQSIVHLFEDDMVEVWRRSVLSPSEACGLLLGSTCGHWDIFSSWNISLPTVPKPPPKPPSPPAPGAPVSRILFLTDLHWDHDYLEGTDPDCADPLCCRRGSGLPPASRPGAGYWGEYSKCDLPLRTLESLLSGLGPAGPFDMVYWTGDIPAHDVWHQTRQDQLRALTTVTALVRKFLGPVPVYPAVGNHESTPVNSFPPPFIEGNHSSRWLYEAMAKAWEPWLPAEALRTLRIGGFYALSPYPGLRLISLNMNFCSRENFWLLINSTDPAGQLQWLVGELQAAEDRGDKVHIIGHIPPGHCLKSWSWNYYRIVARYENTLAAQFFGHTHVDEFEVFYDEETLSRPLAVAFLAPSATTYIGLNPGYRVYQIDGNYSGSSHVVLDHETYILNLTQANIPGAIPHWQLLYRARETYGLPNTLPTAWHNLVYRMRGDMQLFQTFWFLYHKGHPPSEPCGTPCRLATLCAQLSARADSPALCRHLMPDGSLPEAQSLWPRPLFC
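Human placenta-derived ASM preincubated with compound 10 min at room temperature, then reacted with 9 uM (final) fluorogenic HMU-PC substrate for 60 min at 37 C. Stop solution raises pH to 10; fluorescence read at Ex 386/Em 447 nm.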
hERG WT inh: KCNH2 (human, wildtype) channel inhibition; Q12809; U2OS, BacMam KCNH2, thallium flux FluxOr; hits give low values; 0.37% of 340,000 active; activity change, % at 1.84 µM;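 active = maximum activity change below -70%; inconclusive = maximum activity change between -70% and -50%; inactive = maximum activity change above -50%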; note: % is set by controls: 0 for no effect and ±100 for the full control effect
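U2OS cells transduced with wild-type KCNH2 virus are loaded with FluxOr dye for 45 min, and thallium flux is measured in kinetic reads before and after stimulation buffer. Rate constants are normalized to DMSO controls.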
KCNH2 3.1 inh: KCNH2 3.1 (human) potassium channel inhibition | U2OS KCNH2 3.1, thallium flux FluxOr; hits give low values | activity change, % (tested at about 1.8 µM) | 0.95% of 340,000 active | AID 720553;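 active = maximum activity change below -70%; inconclusive = maximum activity change from -70% to -50%; inactive = maximum activity change above -50%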;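 note: thallium influx rate constant from kinetic fluorescence after stimulation buffer; % is set by controls: 0 for no effect and ±100 for the full control effect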
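Thallium flux read-out: FluxOr dye with Red40 quencher in HBSS/HEPES, 45 min at RT. Rate constants from kinetic reads were normalized to positive and negative DMSO controls. Cells: U2OS virally expressing the 3.1 isoform.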
GALK inh: galactokinase (human) inhibition. P51570. Purified GALK, Kinase-Glo residual ATP luminescence. Potency, µM (titrated, usually from 57.5 µM), without a hit: top-dose activity change, negative = inhibition, actives largely listed as inhibitors. 0.007% of 270,000 active. AID 1868; note: potency is the fitted concentration of half-maximal effect; % is set by controls: 0 for no effect and ±100 for the full control effect
Target sequence (P51570 whole entry, looked up): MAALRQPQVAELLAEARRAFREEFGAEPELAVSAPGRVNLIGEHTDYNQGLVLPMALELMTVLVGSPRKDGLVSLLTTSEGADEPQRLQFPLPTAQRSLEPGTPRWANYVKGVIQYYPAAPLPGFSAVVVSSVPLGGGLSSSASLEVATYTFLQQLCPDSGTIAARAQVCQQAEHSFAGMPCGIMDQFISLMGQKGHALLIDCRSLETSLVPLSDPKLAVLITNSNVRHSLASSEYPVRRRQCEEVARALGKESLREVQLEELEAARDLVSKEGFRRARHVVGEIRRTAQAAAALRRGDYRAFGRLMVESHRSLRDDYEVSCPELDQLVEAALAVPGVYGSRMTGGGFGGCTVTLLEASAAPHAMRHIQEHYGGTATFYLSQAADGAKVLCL
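The enzyme phosphorylates galactose (100 uM) using ATP (35 uM); inhibition is detected as higher residual ATP, quantified by bioluminescence after 1 h reaction at room temperature, pH 8.0.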
AT treatment: candidate therapy for ataxia-telangiectasia; […] A-T fibroblasts, KAP-1 phosphorylation AlphaLISA; neocarzinostatin DNA damage 30 min before lysis; Potency, µM (doses to about 57.5 µM), inactives show top-dose activation, hits mostly activators; 0.19% of 320,000 active; AID 485349; note: potency is the fitted concentration of half-maximal effect; % of control where 0% means no effect; nearly all actives have a fitted effect of over 45% in size
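ATM-like activity read as KAP-1 phosphorylation via AlphaLISA donor/acceptor antibody pairs after lysis and 6 hr at 25C. Cells were ATM-null patient fibroblasts ([…], hTERT), dosed 60 min, then exposed to the DSB inducer NCS for 30 min.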
TRPV1 agonist: activates the human vanilloid receptor TRPV1. Q8NER1. TRPV1-expressing cells, Fluo-8 calcium influx, agonist mode. activation, % at 8.33 µM. 0.19% of 320,000 active. AID 540275; in the data active = activation above about 80%; inconclusive = between about 30% and that limit; note: 0% is about no effect
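TRPV1-expressing cells were cultured overnight at 35.5C and loaded with Fluo-8 calcium dye for 40 to 90 min at room temperature. After a 10 s baseline, compound was added and calcium influx was read kinetically for 3 min (ex 480/em 520 nm).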
Integrin act MD: activates integrin-mediated alleviation for muscular dystrophy; alpha7betagal myoblasts, beta-gal FDG fluorescence, 48 h; Potency, µM (series often up to 38.3 µM), for the others: at the highest dose activation, usual class: activators; 0.064% of 350,000 active; AID 624291;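 note: potency is the fitted concentration of half-maximal effect; 100% = response of the positive control SU9516; nearly all actives have a fitted effect of over 60% in size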
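Alpha7betagal+/- myoblasts (passage 13) were plated 16-24 hr, then exposed to compounds (1:260 dilution of DMSO stock) for 48 hours at 37C. After MPER lysis, β-galactosidase reporter activity was read as FDG fluorescence (ex 480/em 540) after 30 minutes.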
An asterisk follows results filed as active; ? = inconclusive; nt = no result given; [ ] = remark or other dose. Unless noted, calls come from the whole dose curve; as a rule, active = well fitted curve in the direction sought with a large enough effect; inconclusive = small, poorly fitted or top-dose-only effect, or another doubt; inactive = no such curve, though single readings can be large; an effect the other way counts as inactive or inconclusive. Hits appear at their usual frequency; overall some 2% were active at least once.

SMILES	Coupling enz	CXXC DNA block	MBNL1-CUG inh	ASM inhibitor	hERG WT inh	KCNH2 3.1 inh	GALK inh	AT treatment	TRPV1 agonist	Integrin act MD
Cn1nccc1NC(=O)CC(CC(=O)O)c1ccccc1 (configuration not stated)	3	-5%	-1%	1%	11	16	1%	-6%	1	8%
COc1cccc(Cn2c(-c3nonc3N)nc3ccccc32)c1	2	14%	0%	-7%	-5	-17	1%	2%	-7	32%
CSc1ccccc1NC(=O)c1noc(C)c1[N+](=O)[O-]	nt	-2%	22%	4%	2	-5	1%	9%	-3	-10%
COc1cccc(/C=N/NC(=O)c2ccc(-c3ccccc3)cc2)c1O	-1	-11%	5%	-1%	-8	-30	0%	1%	-3	-18%
CCOC(=O)COn1c(=O)c(=O)n(O)c2ccccc21	0	8%	2%	1%	4	2	2%	1%	1	-4%
O=C(COc1ccc(Cl)cc1)NCCc1ccccn1	0	1%	-2%	4%	-30	-10	-1%	0%	-8	25%
CCC(=O)N(C1=C(NC)C(=O)c2ccccc2C1=O)C(C)C	-41*	2%	?	-2%	-12	12	0%	2%	1	-49%[inhibitor]
Cc1ccc(-c2nc(CNC(=O)c3ccco3)cs2)cc1	nt	0%	14%	0%	-8	-16	-2%	-8%	?	6%
CC(=O)c1c(C)[nH]c(C2=NNC(=NC(C)(C)C)SC2)c1C	-13	?	10%	-2%	10	8	10%	5%	-3	16%
Cc1ccc(CNC(=O)CCc2c(C)[nH]c(=O)c(C#N)c2C)cc1	2	7%	-5%	-9%	-11	2	5%	-6%	-1	0%
CCCOP(=O)(c1ccc(N(C)C)cc1)C(Nc1ccccc1)c1ccc(C)cc1 (configuration not stated)	-3	0%	nt	-1%	-6	-37	0%	7%	?	-26%
CCN(CC(=O)NCc1ccco1)S(=O)(=O)c1ccc(OC)cc1	nt	nt	nt	1%	4	-34	nt	-3%	0	13%
O=C(N/N=C1\CC2CC=CC12)c1ccc(Br)cc1 (configuration not stated)	1	1%	1%	2%	-6	6	3%	1%	5	18%
Cc1sc(NC(=O)C2=COCCO2)nc1-c1ccc(Br)cc1	nt	nt	nt	-10%	-4	-11	nt	-1%	21	-24%
O=C1NC(=O)C(c2cccs2)(c2cccs2)N1	-1	-7%	-10%	6%	4	13	0%	-4%	1	29%
CCCCCCc1nnc(NC(=O)OCC)s1	2	2%	6%	-3%	17	18	0%	-3%	14	-2%
CCOC(=O)C1=C(C)Nc2[nH]c(=O)[nH]c(=O)c2C1c1cccs1 (configuration not stated)	0	-2%	-11%	-1%	3	-2	nt	9%	-1	1%
CC(=O)c1ccc(N2C(=O)CC(N3CCN(S(=O)(=O)c4ccc(C)c(C)c4)CC3)C2=O)cc1 (configuration not stated)	nt	nt	nt	-1%	11	26	nt	0%	nt	-1%
COC(=O)c1ccccc1OCC(=O)N1CCN(c2ccc(F)cc2)CC1	1	-5%	-11%	4%	4	5	-3%	2%	nt	-6%
CCCC(=O)c1ccc(N2CCN(C(=O)c3ccccc3Br)CC2)c(F)c1	4	8%	?	-12%	15	-2	-1%	3%	11	-46%[inhibitor]
CC(C)(C)OC(=O)N1CCC(C(=O)Nc2cccc(C(=O)NC3CC3)c2)CC1	nt	nt	nt	-2%	2	6	nt	nt	nt	14%
CC(C(=O)Nc1cc([N+](=O)[O-])ccc1Cl)N1CCN(c2ccc(O)cc2)CC1 (configuration not stated)	-5	1%	?	-4%	-22	1	-2%	-1%	0	-20%
O=C(NCCc1cnccn1)C1CCC(=O)N(Cc2ccc(Cl)cc2)C1 (configuration not stated)	nt	-3%	-5%	5%	-1	-2	-6%	1%	-4	15%
CC(=O)c1ccc(NC(=S)N2CCCC(CO)C2)cc1 (configuration not stated)	1	1%	-12%	5%	-6	6	0%	0%	1	?
O=C(O)CSCC(=O)Nc1ccc(C(F)(F)F)cc1	25	2%	-7%	1%	-6	22	4%	-2%	0	-1%
COc1cc([N+](=O)[O-])cc(/C=N/NC(=O)CSc2nnc(-c3ccccc3)n2C)c1O	-1	-1%	10%	-2%	-14	9	nt	-6%	-2	3%
CCc1ccc(OC(=O)c2cncc(Br)c2)cc1	-4	-14%	-6%	-4%	8	-11	1%	17%	16	12%
O=C(Cn1ncc(N2CCCC2)c(Cl)c1=O)c1ccc(Cl)cc1	4	12%	23%	-1%	0	1	2%	0%	7	16%
CCOC(=O)C1(C)NC(c2ccc(OC)cc2OC)C2C(=O)N(c3cccc(OC)c3)C(=O)C21 (configuration not stated)	4	2%	-9%	6%	-1	-11	2%	15%	nt	7%
COc1cc(OC)cc(-c2c(-c3cccs3)c3cc(-c4ccc(SC)cc4)ccc3n2C)c1	nt	nt	nt	54%[activator]	nt	-9	nt	1%	-2	21%
CCOC(=O)N1CCC(NC(=O)c2cc(C(=O)NC3CCCC3)ccc2CO)CC1	-2	7%	-4%	-1%	-1	22	-2%	-6%	-1	-1%
O=C(NC(=S)Nc1cccc([N+](=O)[O-])c1)c1ccccc1	1	7%	8%	2%	2	18	-3%	-4%	12	9%
COC(=O)c1ccc(CNC(=O)c2cc(COc3cncc(Cl)c3)on2)cc1	nt	6%	-4%	-1%	-8	-1	2%	2%	14	-15%
CSc1ccccc1C(=O)N1CCC(n2nccc2NC(=O)C(C)(C)C)CC1	0	3%	2%	0%	-3	-11	-2%	0%	-2	4%
O=Cc1c[nH]c2ccc(S(=O)(=O)N3CCOCC3)cc12	-3	9%	?	2%	14	4	nt	19%	?	6%
COC(=O)C1C2C=CC(C3CC23)C1C(=O)OCC(=O)c1ccc(OC)cc1 (configuration not stated)	0	-7%	-8%	0%	0	-15	-1%	17%	9	-3%
COC(=O)c1cc(S(=O)(=O)N2CCN(C(=O)c3ccco3)CC2)cn1C	nt	8%	-5%	3%	-19	-8	1%	-4%	0	?
O=C(Nc1ccccc1N1CCCC1)C1CCCO1 (configuration not stated)	nt	nt	nt	4%	-8	-8	nt	-3%	1	-12%
COc1cc(C(=O)Nc2ccc3c(c2)nc(C)n3C)cc(OC)c1OC	4	1%	2%	1%	-6	22	4%	-4%	-3	-12%
CCn1nnnc1NCc1ccc(Cl)cc1	-1	0%	2%	2%	-5	9	-3%	-5%	8	26%
C#CCN(C(=O)CC1C(=O)NCCN1C/C=C/c1ccccc1)C1CCCCC1 (configuration not stated)	0	-2%	7%	1%	6	-11	-1%	-1%	-2	nt
CC1CCN(c2ncnc3nc[nH]c23)CC1	5	2%	?	2%	-11	-5	-2%	1%	5	-9%
N/C(=N\OC(=O)CCC1CCCC1)c1ccc(Cl)cc1	nt	19%	-3%	0%	8	-7	3%	0%	2	21%
COC(=O)c1ccc(C)c(NC(=O)CCSc2ccc(Cl)cc2)c1	2	-5%	-8%	-5%	16	12	0%	14%	4	-1%
CC(NC(=O)COC(=O)c1cc(Cl)nc(Cl)c1)c1ccccc1 (configuration not stated)	0	1%	8%	-3%	6	16	-2%	6%	25	15%
CCOc1ccc(NC(=O)CN2CCN(C(=O)C3CCCO3)CC2)cc1 (configuration not stated)	nt	5%	-3%	nt	-28	-9	5%	1%	0	-1%
CN1CC[C@@H]2C(=O)N3CCc4ccc(-c5ccc6c(c5)OCO6)cc4[C@@H]3C[C@@H]21	nt	nt	nt	11%	2	-10	nt	nt	nt	18%
O=C(CN1C(=O)NC2(CCCCC2)C1=O)Nc1ccc(F)cc1	1	0%	?	-3%	-6	-2	-2%	11%	8	-16%
O=C(c1cccs1)N1CCOCC1	-1	1%	-1%	5%	-3	5	-2%	3%	1	19%
COc1ccc(CCC(=O)Nc2ccc(OC)c(S(=O)(=O)N3CCCCC3)c2)cc1	nt	nt	nt	-1%	-4	1	nt	6%	1	0%
O=C(N/N=C(\Cc1ncc[nH]1)c1ccccc1)c1ccccc1	0	9%	4%	nt	nt	nt	-2%	5%	4	nt
O=C(NCc1ccco1)c1cccc2ccccc12	0	1%	16%	4%	12	-1	9%	8%	1	-1%
Cn1nc(C(=O)OCC(=O)Nc2ccc(SC(F)F)cc2)c2ccccc2c1=O	nt	nt	nt	?	11	-18	nt	-7%	nt	0%
Cc1cc(Cl)ccc1OCC(=O)NCc1ccncc1	nt	5%	-3%	-1%	-8	0	-4%	-3%	?	-19%
Clc1cccc2sc(N3CCN(c4ccccc4)CC3)nc12	1	9%	-8%	2%	-25	-22	-1%	2%	-1	0%

Complete entries, quoted from the list. Order of values: Coupling enz, CXXC DNA block, MBNL1-CUG inh, ASM inhibitor, hERG WT inh, KCNH2 3.1 inh, GALK inh, AT treatment, TRPV1 agonist, Integrin act MD
Clc1cccc2sc(N3CCN(c4ccccc4)CC3)nc12 as listed: 1, 9%, -8%, 2%, -25, -22, -1%, 2%, -1, 0%
Cc1cc(Cl)ccc1OCC(=O)NCc1ccncc1 as listed: nt, 5%, -3%, -1%, -8, 0, -4%, -3%, ?, -19%

Assay outcomes from PubChem BioAssay.
